Source: PubChem (several laboratories)
Hsp70 act = switches on Hsp70 transcription; activation, % at 10 µM; actives 0.04% (n = 200,000); HeLa Hsp70 promoter luciferase reporter, luminescence; scaled: vehicle 0, proteasome-inhibitor control 100%;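 active = activation above the mean across all tested compounds plus 3 SD, cutoff set per campaign, cut at about 5.5% in these data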;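 note: 100% = MG132 at 30 µM as the positive control and 0% = DMSO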
STAT3 activator = STAT3 signaling activation | actives 0.91% (n = 190,000) | AID 871 | U3A cells, IL-6 STAT3-luciferase reporter, luminescence; 100% = signal with IL-6 EC80 alone | activation (% of control), % at 5.6 µM;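 active = activation above the screen-wide mean of compound activation plus 3 SD, cut at about 130% in these data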;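 note: 0% = background luminescence of wells with medium and substrate only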
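Detection: reporter luminescence signal / Assay system: STAT1-lacking human U3A cells, STAT3 luciferase reporter / Incubation: compound pre-incubation 1 h before IL-6, then 6 h stimulation at 37 °C / Control set: IL-6-only high control / Read-out: % activation relative to IL-6 control / Probe or stimulus: Interleukin-6, 33 ng/mL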
TLR4 MyD88 comp = inhibitors of human TLR4-MyD88 binding; inhibition, % at 8.4 µM; O00206+Q99836; HeLa CL3-4 TLR4/MyD88 BLA complementation, FRET ratio; actives 0.18% (n = 200,000); in the data active = inhibition above about 25%;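 note: 0% = vehicle and 100% = reference inhibitor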
Target sequence (O00206 whole entry, looked up): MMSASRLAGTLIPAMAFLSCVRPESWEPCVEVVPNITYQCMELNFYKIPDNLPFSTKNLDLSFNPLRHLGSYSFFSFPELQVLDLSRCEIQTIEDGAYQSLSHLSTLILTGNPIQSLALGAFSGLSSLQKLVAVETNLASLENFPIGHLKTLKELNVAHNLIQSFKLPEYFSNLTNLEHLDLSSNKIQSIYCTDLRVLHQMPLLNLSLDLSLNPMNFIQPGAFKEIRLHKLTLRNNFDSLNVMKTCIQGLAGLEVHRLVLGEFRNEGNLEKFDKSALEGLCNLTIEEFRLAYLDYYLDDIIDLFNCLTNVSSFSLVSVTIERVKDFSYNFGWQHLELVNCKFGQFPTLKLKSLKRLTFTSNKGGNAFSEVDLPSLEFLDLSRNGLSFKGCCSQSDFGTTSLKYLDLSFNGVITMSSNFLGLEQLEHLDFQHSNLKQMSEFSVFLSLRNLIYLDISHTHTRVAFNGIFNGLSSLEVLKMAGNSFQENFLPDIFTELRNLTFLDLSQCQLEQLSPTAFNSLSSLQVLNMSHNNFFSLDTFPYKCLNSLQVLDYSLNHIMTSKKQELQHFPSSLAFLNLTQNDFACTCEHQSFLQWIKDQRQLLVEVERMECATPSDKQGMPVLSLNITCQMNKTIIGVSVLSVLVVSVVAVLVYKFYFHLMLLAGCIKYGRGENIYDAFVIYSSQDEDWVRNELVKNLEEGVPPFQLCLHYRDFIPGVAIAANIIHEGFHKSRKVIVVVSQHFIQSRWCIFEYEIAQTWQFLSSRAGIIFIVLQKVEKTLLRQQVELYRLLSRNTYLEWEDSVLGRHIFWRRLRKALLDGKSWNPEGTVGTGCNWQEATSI
Target sequence (Q99836 whole entry, looked up): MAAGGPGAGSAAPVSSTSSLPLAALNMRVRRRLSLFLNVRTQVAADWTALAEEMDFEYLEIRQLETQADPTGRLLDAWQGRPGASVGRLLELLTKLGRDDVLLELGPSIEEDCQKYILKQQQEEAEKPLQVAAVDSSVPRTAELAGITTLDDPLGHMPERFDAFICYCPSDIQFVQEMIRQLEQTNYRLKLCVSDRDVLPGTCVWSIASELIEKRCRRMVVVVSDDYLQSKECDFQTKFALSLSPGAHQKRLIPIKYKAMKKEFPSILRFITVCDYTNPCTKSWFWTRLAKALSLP
STAT3 inh = STAT3 signaling inhibition. U3A cells, IL-6 STAT3-luciferase reporter, luminescence; host cell line lacks STAT1. inhibition, % at 5.5 µM. actives 0.89% (n = 190,000);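 active = inhibition above the mean inhibition across all screened compounds plus 3 SD, cut at about 44% in these data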;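 note: 0% = DMSO only wells and 100% = 100 µM nifuroxazide control wells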
STAT1 inh = reduces IFN-gamma driven STAT1 reporter signal; NIH 3T3 STAT1-luciferase reporter, luminescence; inhibition, % at 5.5 µM; actives 0.35% (n = 200,000); AID 920;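 active = inhibition above a set limit, the mean inhibition across all tested compounds plus 3 SD, cut at about 34% in these data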;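 note: 0% = IFN-gamma with DMSO and 100% = IFN-gamma with 300 µM nifuroxazide; values of inactives mirror those of a sister screen read the other way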
APP 5'UTR act = APP 5'UTR luciferase reporter activation; AID 1276; actives 1% (n = 190,000); SH-SY5Y APP 5'UTR luciferase reporter, luminescence; zero percent = DMSO vehicle wells; activation, % at 2 µM;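 active = activation above a set limit, based on mean plus 3 SD of controls, cut at about 140% in these data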; note: values of inactives mirror those of a sister screen read the other way
NF-kB expr up = compounds increasing NF-kB expression in human neuronal cells | NF-kB reporter expression; active compounds read high | fold change at 12.5 µM | actives 1.6% (n = 190,000) | AID 1239; in the data active = fold change above about 3.3
DTT redox prof = compounds producing H2O2 with reducing agent – biochemical, NIH compound library profiling, artefact control for MLSCN library redox annotation, primary screen | activation, % at 10 µM | actives 0.03% (n = 200,000) | DTT-dependent redox cycling H2O2, phenol red/HRP absorbance; 100% = 100 µM peroxide control, 0% = buffer;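 active = activation of at least 50% relative to the plate's high and low controls in the primary single-dose screen; inactive = activation below 50%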;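 note: compound incubated with DTT at 0.8 mM final as the reducing agent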
Efa HMGR inh = inhibitors of class II HMG-CoA reductase from Enterococcus faecalis; purified E. faecalis HMGR, NADPH absorbance 340 nm kinetic; actives 0.41% (n = 190,000); inhibition, % at 10 µM; AID 1066;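 active = inhibition above a set limit, the median over all tested compounds plus 3 SD, cut at about 9.5% in these data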;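 note: enzyme runs in reverse so mevalonate oxidation gives rising NADPH absorbance; 0% = complete reaction with DMSO and 100% = background rate lacking mevalonate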
STAT1 act = increases IFN-gamma driven STAT1 reporter signal; AID 932; NIH 3T3 STAT1-luciferase reporter, luminescence; 100% = IFN-gamma alone, no compound; actives 2.6% (n = 200,000); activation (% of control), % at 5.5 µM;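 active = activation above the screen-wide mean activation plus 3 SD, cut at about 130% in these data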;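 note: raw ratio to IFN-gamma control signal so 100% means no change and 0% no light; values of inactives mirror those of a sister screen read the other way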
An asterisk follows results filed as active.

Start of the listing, in advance:
Screening CS(=O)(=O)c1nc2ccccc2n1Cc1ccccc1 returned Hsp70 act -0.1, STAT3 activator 95.0, TLR4 MyD88 comp 3.7, STAT3 inh 9.0, STAT1 inh 2.2, APP 5'UTR act 4.1, NF-kB expr up 1.26, DTT redox prof -3.6, Efa HMGR inh -3.1 and STAT1 act 98.0.
Screening CCOc1cc(/C=N/Nc2nc(-c3cccc(S(=O)(=O)N4CCCC4)c3)cs2)ccc1O returned Hsp70 act -0.5, STAT3 activator 100.0, TLR4 MyD88 comp -0.9, STAT3 inh 1.3, STAT1 inh -1.9, APP 5'UTR act -17.7, NF-kB expr up 0.98, DTT redox prof 0.0, Efa HMGR inh -1.4 and STAT1 act 101.2.
`O=c1[nH]c(SCc2cccc(Cl)c2)nc2c1CCCC2` gave Hsp70 act -0.3, STAT3 activator 98.1, TLR4 MyD88 comp 15.6, STAT3 inh 7.6, STAT1 inh 1.8, APP 5'UTR act -0.9, NF-kB expr up 0.88, DTT redox prof 0.6, Efa HMGR inh 5.5 and STAT1 act 98.4.
`COc1cccc(-c2nnc(SCC(=O)Nc3cc(C)ccc3OC)n2N)c1` gave Hsp70 act -0.2, STAT3 activator 101.3, TLR4 MyD88 comp -0.4, STAT3 inh 3.7, STAT1 inh -4.3, APP 5'UTR act 8.0, NF-kB expr up 0.83, DTT redox prof 0.8, Efa HMGR inh -0.1 and STAT1 act 104.0.
Screening COC(=O)c1ccccc1NC(=O)Cn1cnc2c(cnn2-c2ccccc2)c1=O returned Hsp70 act 0.1, STAT3 activator 99.2, TLR4 MyD88 comp -9.5, STAT3 inh 3.9, STAT1 inh -3.9, APP 5'UTR act 1.1, NF-kB expr up 1.4, DTT redox prof -0.4, Efa HMGR inh -1.5 and STAT1 act 103.5.
`Cc1ccc(S(=O)(=O)N2CCN(C(=O)c3cccs3)CC2)c(C)c1` gave Hsp70 act 0.0, STAT3 activator 111.7, TLR4 MyD88 comp -1.1, STAT3 inh -8.5, STAT1 inh 3.1, APP 5'UTR act 0.9, NF-kB expr up 1.14, DTT redox prof 7.5, Efa HMGR inh 7.8 and STAT1 act 97.0.

The listing, from the first entry:
Screening CS(=O)(=O)c1nc2ccccc2n1Cc1ccccc1 returned Hsp70 act -0.1, STAT3 activator 95.0, TLR4 MyD88 comp 3.7, STAT3 inh 9.0, STAT1 inh 2.2, APP 5'UTR act 4.1, NF-kB expr up 1.26, DTT redox prof -3.6, Efa HMGR inh -3.1 and STAT1 act 98.0.
Screening CCOc1cc(/C=N/Nc2nc(-c3cccc(S(=O)(=O)N4CCCC4)c3)cs2)ccc1O returned Hsp70 act -0.5, STAT3 activator 100.0, TLR4 MyD88 comp -0.9, STAT3 inh 1.3, STAT1 inh -1.9, APP 5'UTR act -17.7, NF-kB expr up 0.98, DTT redox prof 0.0, Efa HMGR inh -1.4 and STAT1 act 101.2.
`O=c1[nH]c(SCc2cccc(Cl)c2)nc2c1CCCC2` gave Hsp70 act -0.3, STAT3 activator 98.1, TLR4 MyD88 comp 15.6, STAT3 inh 7.6, STAT1 inh 1.8, APP 5'UTR act -0.9, NF-kB expr up 0.88, DTT redox prof 0.6, Efa HMGR inh 5.5 and STAT1 act 98.4.
`COc1cccc(-c2nnc(SCC(=O)Nc3cc(C)ccc3OC)n2N)c1` gave Hsp70 act -0.2, STAT3 activator 101.3, TLR4 MyD88 comp -0.4, STAT3 inh 3.7, STAT1 inh -4.3, APP 5'UTR act 8.0, NF-kB expr up 0.83, DTT redox prof 0.8, Efa HMGR inh -0.1 and STAT1 act 104.0.
Screening COC(=O)c1ccccc1NC(=O)Cn1cnc2c(cnn2-c2ccccc2)c1=O returned Hsp70 act 0.1, STAT3 activator 99.2, TLR4 MyD88 comp -9.5, STAT3 inh 3.9, STAT1 inh -3.9, APP 5'UTR act 1.1, NF-kB expr up 1.4, DTT redox prof -0.4, Efa HMGR inh -1.5 and STAT1 act 103.5.
`Cc1ccc(S(=O)(=O)N2CCN(C(=O)c3cccs3)CC2)c(C)c1` gave Hsp70 act 0.0, STAT3 activator 111.7, TLR4 MyD88 comp -1.1, STAT3 inh -8.5, STAT1 inh 3.1, APP 5'UTR act 0.9, NF-kB expr up 1.14, DTT redox prof 7.5, Efa HMGR inh 7.8 and STAT1 act 97.0.
For Cc1ccc(C)c(S(=O)(=O)N2CCN(CC(=O)N3CCc4ccccc4C3)CC2)c1 the results were Hsp70 act 0.0, STAT3 activator 93.8, TLR4 MyD88 comp -5.8, STAT3 inh 7.5, STAT1 inh -0.4, APP 5'UTR act -0.2, NF-kB expr up 1.64, DTT redox prof 0.4, Efa HMGR inh -3.6 and STAT1 act 100.4.
`O=C(COc1nc2ccccc2nc1N1CCOCC1)NC1CCCCC1` gave Hsp70 act -0.5, STAT3 activator 92.0, TLR4 MyD88 comp -0.2, STAT3 inh 10.5, STAT1 inh 7.2, APP 5'UTR act -2.7, NF-kB expr up 1.14, DTT redox prof -0.8, Efa HMGR inh -5.7 and STAT1 act 93.5.
For O=C(CCN1C(=O)CSC1=O)Nc1ccc(Br)cc1 the results were Hsp70 act -0.2, STAT3 activator 115.0, TLR4 MyD88 comp 15.0, STAT3 inh -13.9, STAT1 inh -1.3, APP 5'UTR act 0.3, NF-kB expr up 1.05, DTT redox prof -1.1, Efa HMGR inh -2.8 and STAT1 act 101.0.
CCOC(=O)N1CCN(S(=O)(=O)c2cccc3nonc23)CC1 was read as Hsp70 act -0.3, STAT3 activator 92.6, TLR4 MyD88 comp 8.3, STAT3 inh 15.0, STAT1 inh 18.4, APP 5'UTR act -10.5, NF-kB expr up 1.32, DTT redox prof -2.2, Efa HMGR inh 0.9 and STAT1 act 83.7.
Nc1ncnc2c1ncn2Cc1ccccc1 was read as Hsp70 act -0.1, STAT3 activator 109.6, TLR4 MyD88 comp 1.4, STAT3 inh -9.9, STAT1 inh -9.8, APP 5'UTR act 8.5, NF-kB expr up 1, DTT redox prof 0.1, Efa HMGR inh -0.1 and STAT1 act 108.0.
`O=C(N/N=C/c1ccc(N2CCCCC2)o1)C(O)(c1ccccc1)c1ccccc1` gave Hsp70 act -0.4, STAT3 activator 104.8, TLR4 MyD88 comp -0.7, STAT3 inh -5.3, STAT1 inh -1.2, APP 5'UTR act 4.0, NF-kB expr up 1.05, DTT redox prof -0.7, Efa HMGR inh -0.1 and STAT1 act 101.1.
Screening Cc1c(Br)c([N+](=O)[O-])nn1C(C)C(=O)Nc1nccs1 (configuration not stated) returned Hsp70 act 0.1, STAT3 activator 113.0, TLR4 MyD88 comp -3.9, STAT3 inh -11.0, STAT1 inh -1.4, APP 5'UTR act 4.2, NF-kB expr up 1.07, DTT redox prof -3.9, Efa HMGR inh -1.6 and STAT1 act 101.3.
`O=C(NC1CCCCC1)N(CCN1CCOCC1)Cc1cc2cc3c(cc2[nH]c1=O)OCCO3` gave Hsp70 act 0.1, STAT3 activator 102.5, TLR4 MyD88 comp -9.0, STAT3 inh 0.4, STAT1 inh -1.9, APP 5'UTR act -11.6, NF-kB expr up 1.15, DTT redox prof -1.5, Efa HMGR inh -2.1 and STAT1 act 101.7.
For C=CCn1c(SCCOc2ccccc2)nnc1C(C)NC(=O)c1ccccc1 (configuration not stated) the results were Hsp70 act 0.7, STAT3 activator 93.8, TLR4 MyD88 comp 0.4, STAT3 inh 10.7, STAT1 inh -0.9, APP 5'UTR act 2.9, NF-kB expr up 0.92, DTT redox prof 1.3, Efa HMGR inh -5.0 and STAT1 act 100.9.
Screening N#CCCn1cc(/C=C2\NC(=S)N(c3ccccc3)C2=O)c(-c2ccc(-c3ccccc3)cc2)n1 returned Hsp70 act 0.0, STAT3 activator 97.0, TLR4 MyD88 comp 8.0, STAT3 inh 10.2, STAT1 inh -9.8, APP 5'UTR act -25.6, NF-kB expr up 0.77, DTT redox prof -0.4, Efa HMGR inh -3.2 and STAT1 act 108.0.
CS(=O)(=O)NCc1nnc(SCC(=O)NC2CCCCC2)n1-c1ccc(F)cc1 was read as Hsp70 act -0.3, STAT3 activator 109.3, TLR4 MyD88 comp 2.3, STAT3 inh -6.1, STAT1 inh 5.9, APP 5'UTR act -7.9, NF-kB expr up 1.05, DTT redox prof 2.4, Efa HMGR inh 2.0 and STAT1 act 94.6.
O=[N+]([O-])c1ccc(NCCCO)c(C(F)(F)F)c1 was read as Hsp70 act -0.3, STAT3 activator 88.7, TLR4 MyD88 comp -2.3, STAT3 inh 14.8, STAT1 inh -6.1, APP 5'UTR act -9.9, NF-kB expr up 1.09, DTT redox prof -0.5, Efa HMGR inh -1.3 and STAT1 act 105.2.
`COc1ccc(N(CC(=O)NCc2cccs2)S(=O)(=O)c2cccnc2)cc1` gave Hsp70 act 0.4, STAT3 activator 104.2, TLR4 MyD88 comp -11.4, STAT3 inh 4.1, STAT1 inh 9.1, APP 5'UTR act -3.8, NF-kB expr up 0.95, DTT redox prof -0.4, Efa HMGR inh 1.4 and STAT1 act 91.8.
Screening CON(C)c1nc(OCCNC(=O)OCc2ccc(Cl)cc2C)nc(N(C)C)n1 returned Hsp70 act -0.5, STAT3 activator 95.1, TLR4 MyD88 comp 12.9, STAT3 inh 8.9, STAT1 inh 6.0, APP 5'UTR act 2.8, NF-kB expr up 0.91, DTT redox prof -0.4, Efa HMGR inh 0.2 and STAT1 act 87.5.
Screening CC(/C=N/n1c(-c2cc(C)[nH]n2)n[nH]c1=S)=C\c1ccccc1 returned Hsp70 act -0.2, STAT3 activator 93.0, TLR4 MyD88 comp 13.3, STAT3 inh 3.5, STAT1 inh 2.8, APP 5'UTR act 20.2, NF-kB expr up 1.07, DTT redox prof 0.0, Efa HMGR inh -9.5 and STAT1 act 97.5.
Screening Cc1[nH]c2ccccc2c1C(=O)CN1CCC(C(N)=O)(N2CCCCC2)CC1 returned Hsp70 act -0.3, STAT3 activator 103.7, TLR4 MyD88 comp -5.2, STAT3 inh 0.7, STAT1 inh 5.1, APP 5'UTR act -1.6, NF-kB expr up 1.07, DTT redox prof -0.7, Efa HMGR inh -5.3 and STAT1 act 95.3.
`CCCCn1cnc2sc3c(c2c1=N)CCCC3` gave Hsp70 act -0.3, STAT3 activator 93.2, TLR4 MyD88 comp -3.3, STAT3 inh 12.4, STAT1 inh -2.4, APP 5'UTR act -19.9, NF-kB expr up 0.83, DTT redox prof -1.3, Efa HMGR inh -1.0 and STAT1 act 100.5.
For Cc1cccc(NC(=S)N2CCC(c3nc4ccccc4o3)CC2)c1C the results were Hsp70 act 0.1, STAT3 activator 92.2, TLR4 MyD88 comp 14.3, STAT3 inh 14.5, STAT1 inh 6.1, APP 5'UTR act -4.8, NF-kB expr up 1.27, DTT redox prof -8.0, Efa HMGR inh -5.7 and STAT1 act 94.6.
